Screening results (PubChem BioAssay)
E coli growth: E. coli V3065 growth inhibition, primary screen, counter-screen for AddAB inhibitor project, absorbance, OD600 | 18 h | inhibition, % at 11.9 µM | hit rate 0.27% among 330,000 | AID 449728, 2010;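 active = inhibition above the campaign's mean inhibition across all tested compounds plus 3 SD, cut at about 9.9% in these data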;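 also: uninfected addAB+ strain grown without phage in ampicillin broth; 0% = DMSO wells and 100% = ciprofloxacin 0.95 µg/ml wells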
Pemphigus Ab inh: inhibitors of pemphigus antibody binding to DSG3, primary screen, biochemical, bead-based, flow cytometry, scFv-GFP. DSG3-coupled beads, scFv-anti-DSG3-GFP binding; stronger effect = lower value. binding (percent of control), % at 10 µM. hit rate 0.48% among 310,000;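 active = binding more than 3 SD below its plate's average and above zero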; also: some compounds called inactive have numbers as strong as hits
Arr AP2 block: inhibitors of beta-arrestin/AP2 binding, primary screen, biochemical, GPCR trafficking, flow cytometry; hit rate 0.31% among 340,000; inhibition, % at 10 µM; beta-arrestin 1 C-terminal peptide binding to AP2 beta2-adaptin appendage (human); AID 504490, 2011; FITC-arrestin peptide / GST-AP2 beads; AP2 beta2 appendage carries R879A mutation;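 active = inhibition above a set limit, near 3 SD of compounds lacking own fluorescence, cut at about 54% in these data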;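 also: plate controls were DMSO wells for no effect and 5 µM unlabelled arrestin peptide for full effect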
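Test system: GST-tagged AP2 beta2-adaptin appendage (R879A) on 4 µm glutathione beads; also added: fluorescein-tagged arrestin peptide at 50 nM final; timing: 12 min plus 1 h, RT; signal: flow cytometry, FL1 (488/535 nm); read-out: percent drop in bead-associated FITC signal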
AddAB inh: growth inhibition of E. coli expressing H. pylori AddAB, primary screen, AddAB inhibitor project, absorbance; inhibition, % at 11.9 µM; hit rate 0.29% among 330,000; AID 435030, 2010; in the data active = inhibition above about 12%;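 also: 0% = vehicle wells of infected cells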
phage Ecoli inh: growth loss of phage-infected E. coli, primary screen, RecBCD inhibitor project, absorbance, with phage, HTS | inhibition, % at 11.9 µM | hit rate 0.26% among 360,000 | AID 651602, 2012; in the data active = inhibition above about 11%
PfHsp90 set2: growth inhibition of PfHsp90-expressing yeast, primary screen, antimalarial PfHsp90 inhibitor project, S. cerevisiae, BacTiter-Glo luminescence, single point, set 2 | BacTiter-Glo ATP, 48 h; yeast lacking PDR1 and PDR3 efflux regulators | inhibition, % at 9.4 µM | hit rate 0.32% among 310,000;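 active = every replicate shows inhibition above about 80%, whatever the replicate mean, limit read from the data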;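 also: 0% = DMSO neutral controls and 100% = 20 µM radicicol positive controls; yeast relying on Plasmodium falciparum Hsp90 in place of its own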
OPRM1-OPRD1 ag: agonists of OPRM1-OPRD1 heterodimerization, primary screen, cell-based, luminescence. AID 504326, 2011. hit rate 0.3% among 340,000. activation, % at 9.3 µM. cells; in the data active = activation above about 18%;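 also: 0% = vehicle-treated cells and 100% = reference agonist; values of inactives mirror those of a sister screen read the other way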
Target sequence (P35372 whole entry, looked up): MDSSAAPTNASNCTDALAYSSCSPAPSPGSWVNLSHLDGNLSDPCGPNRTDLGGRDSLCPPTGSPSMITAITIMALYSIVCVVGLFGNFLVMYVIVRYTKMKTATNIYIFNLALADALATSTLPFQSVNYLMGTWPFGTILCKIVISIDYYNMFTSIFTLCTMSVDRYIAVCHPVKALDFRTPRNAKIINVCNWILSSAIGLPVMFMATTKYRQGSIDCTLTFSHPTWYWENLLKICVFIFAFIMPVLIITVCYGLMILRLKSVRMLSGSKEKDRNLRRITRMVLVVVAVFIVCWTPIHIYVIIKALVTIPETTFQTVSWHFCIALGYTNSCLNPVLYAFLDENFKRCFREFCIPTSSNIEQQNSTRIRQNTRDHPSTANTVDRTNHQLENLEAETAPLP
Target sequence (P41143 whole entry, looked up): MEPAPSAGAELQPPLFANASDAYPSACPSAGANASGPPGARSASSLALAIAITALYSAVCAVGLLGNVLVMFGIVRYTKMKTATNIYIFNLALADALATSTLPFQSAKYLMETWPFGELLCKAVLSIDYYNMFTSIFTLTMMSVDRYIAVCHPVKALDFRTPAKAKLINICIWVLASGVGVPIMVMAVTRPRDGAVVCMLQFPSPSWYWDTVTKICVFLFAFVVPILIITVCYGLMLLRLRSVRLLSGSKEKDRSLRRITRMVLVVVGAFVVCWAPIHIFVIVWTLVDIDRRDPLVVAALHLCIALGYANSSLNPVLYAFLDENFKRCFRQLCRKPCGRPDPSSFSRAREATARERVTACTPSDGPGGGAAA
PKA-R1A act: activators of PKA-R1A holoenzyme, primary screen, biochemical, fluorescence polarization, Cy5-IP20, bovine R1A, mouse PKAc; PKA-R1A dissociation; scaled: DMSO 0%, 113 µM cGMP 100%; activation, % at 11.4 µM; hit rate 0.083% among 340,000; AID 504707, 2011;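 active = percent activation above the mean of all tested compounds plus 3 SD, cut at about 19% in these data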;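 also: higher means more PKAc released from R1A so a rise in polarization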
Mot1-301 SUMO: yeast Mot1-301 growth rescue at high temperature, primary screen, SUMOylation pathway inhibitor project, S. cerevisiae, ATP luminescence, 38.5C; hit rate 1% among 320,000; AID 2716, 2010; growth rescue, % at 18.8 µM; S. cerevisiae Mot1-301 growth rescue; percent above DMSO median, 100 means doubled;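 active = every valid replicate shows activation above 250% relative to neutral control wells; inactive = the rest, any valid replicate at or below 250%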;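 also: OY570 slx delta 5 strain wells were the positive control but not used for scaling; some compounds called inactive have numbers as strong as hits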
Tat export inh: E. coli Tat export inhibitors, primary screen, MC4100, TorA-mCherry reporter, fluorescence, single point. inhibition, % at 10 µM. hit rate 0.036% among 340,000;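 active = mean replicate inhibition at least 50% and at least half of replicates individually reaching 50%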;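 also: exported cargo escapes ClpAP degradation while cytoplasmic cargo is degraded and loses fluorescence; 0% = median of neutral control wells and 100% = median of NaSCN control wells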
OPRM1-OPRD1 inv: inverse agonists of MOR-DOR heterodimerization, primary screen, cell-based, luminescence; cell-based MOR-DOR heterodimer luminescence, inverse agonism; inhibition, % at 9.3 µM; hit rate 0.21% among 340,000; AID 504357, 2011; in the data active = inhibition above about 22%, passing the limit was not always enough;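 also: 0% = cells with DMSO and 100% = wells without cells with DMSO; values of inactives mirror those of a sister screen read the other way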
An asterisk follows results filed as active; / = no result given. Rows are unselected; about 2.8% have a hit in one of these screens.

Below each compound – PfHsp90 set2, Tat export inh, AddAB inh, Mot1-301 SUMO, E coli growth, Pemphigus Ab inh, PKA-R1A act, OPRM1-OPRD1 inv, OPRM1-OPRD1 ag, Arr AP2 block, phage Ecoli inh
- CC(=O)Nc1c(C(=O)C2CC2)oc2ccccc12
    /, 5, -0.6, -4, -1.2, 105, 10, 11, -2.2, -21, /
- CCNc1nc(Cl)nc(NCCOc2ccc(C)cc2)n1
    5, 35, 2.3, -19, -0.4, 125, 2, -2, 0.3, 11, 2.2
- CCC(SC1=NCCS1)C(=O)Nc1ccc(S(N)(=O)=O)cc1 (centres undefined)
    7, 0, 0.1, 0, -2.2, 136, -5, 22, -4.2, 7, 3.1
- COc1ccccc1C1OCC(C)(C)CO1
    /, 1, /, /, /, 89, 3, 8, -1.6, -10, 2.1
- COc1ccc2c(c1OC)C(=O)N(c1nccs1)C2
    8, 6, 4.1, -9, 1.3, /, -9, 6, -1.0, -3, 0.3
- O=S(=O)(Nc1ccccc1O)c1cccc2cccnc12
    26, -3, 8.1, 98, 4.8, 84, -2, 3, -0.6, -26, 8.8
- COc1ccc(CC(=O)N2CCN(c3ccc(C4=NNC(=O)CC4C)cc3)CC2)cc1 (centres undefined)
    -24, -8, 1.7, -6, -0.4, 108, -7, -1, 0.2, 12, 0.8
- COc1ccccc1/C=[N+](\[O-])C1SC(=S)N(C)C1(C)C (centres undefined)
    -13, 16, -1.5, 16, 0.4, 110, -2, 15, -2.8, 10, 3.3
- O=C(Cc1n[nH]c(=O)c2ccccc12)Nc1ccc(-c2nnc3n2CCCCC3)cc1
    0, -8, 0.8, 3, 1.7, 99, -4, 6, -1.0, -2, 2.4
- COc1cc(/C=N/NC(=Nc2ccc(C)cc2)c2nc3ccccc3s2)ccc1O
    -46, 10, -2.8, -19, -2.8, 97, -5, -4, 0.8, 2, 1.7
- c1ccc2c(c1)[nH]c1c(N3CCC4(CC3)OCCO4)ncnc12
    -6, 6, 2.7, 25, 2.7, 102, -4, -6, 1.1, 1, /
- Cc1c(Br)c([N+](=O)[O-])nn1C(C)C(=O)N1CCCc2ccccc21 (centres undefined)
    -4, -3, 0.3, -14, -3.0, 124, -10, 12, -2.6, -14, -0.2
- CCOC(=O)N1CCN(C(=O)CSCc2nc(-c3ccccc3F)oc2C)CC1
    -10, -2, -2.6, -4, -0.1, 102, -19, 12, -2.7, 11, 2.7
- Cc1cc(C(=O)N/N=C2\CC(=O)CC(C)(C)C2)c2ccccc2n1
    10, -4, -0.7, -10, -1.2, 91, -3, 8, -1.7, 1, 3.8
- C=CCSc1ncc(-c2ccccc2)cn1
    19, 13, 5.4, 8, -0.3, 98, -3, -13, 2.5, -1, 4.4
- Cc1cc(NC(=O)C2C3C(=O)N(CCC(C)C)C(C(=O)NCc4ccccc4)C34C=CC2(C)O4)no1 (centres undefined)
    -18, -11, 1.1, 75, 0.0, 100, 9, 13, -2.2, 2, 3.5
- CCCCNc1nnc(SCC(=O)c2c(N)n(CCC)c(=O)[nH]c2=O)s1
    /, 4, 0.8, -7, -0.9, 98, 1, 13, -3.4, 6, -0.6
- CC[C@@H](C)[C@@H]1CN([C@@H](C)CN2CCC[C@H]2CN2C(N)=NC[C@@H]2Cc2ccccc2)C(=N)N1CCCC1CCCC1
    2, 7, 2.7, 6, 2.6, /, -12, 2, -0.3, -1, 6.0
- O=C(N/N=C/c1ccc([N+](=O)[O-])o1)c1ccc(O)cc1
    1, -29, 98*, 0, 97*, /, 1, -25, 4.6, 6, 23*
- CSc1ccccc1NC(=O)CN(C)CC(=O)Nc1ccccc1C(F)(F)F
    -4, -8, 1.6, 10, 1.4, 103, 17, 11, -2.1, 5, -1.0
- COc1ccc(N2Cc3ccc(OC)c(OC)c3C2=O)cc1
    -9, 5, -1.6, 185, -0.6, 113, -9, 4, -0.8, -1, 2.7
- Cc1c(Nc2cc(N3CCCC(C)C3)c3nonc3c2[N+](=O)[O-])c(=O)n(-c2ccccc2)n1C (centres undefined)
    -16, -17, -1.7, -6, -1.4, 108, 5, -4, 0.7, 19, 1.9
- Cc1ccccc1N(C(=O)Cc1c[nH]c2ccccc12)C(C(=O)NC1CCCCC1)c1ccco1 (centres undefined)
    -9, -3, 0.1, 7, 3.2, 101, -1, -43, 8.2, -11, 0.8
- CC1CCc2c(c3ccccc3[nH]c2=O)O1 (centres undefined)
    -36, -4, 1.0, 12, -2.0, 103, 3, 17, -3.1, 9, 2.9
- O=C(Cn1ccc(NC(=O)OCc2ccccc2)nc1=O)NCCc1ccccn1
    -6, -14, 0.2, 3, -1.1, 99, -2, 3, -0.6, 9, 4.1
- CCn1c(COc2c(C)cccc2C)nnc1SCc1nc2ccccc2c(=O)[nH]1
    -6, 2, -0.1, -10, 2.4, 100, 6, 19, -3.7, 46, 4.4
- COc1ccccc1NC(=O)C(C)Sc1nccn1C (centres undefined)
    13, -6, 2.0, -13, -0.5, /, 4, 3, -0.8, 16, -1.5
- Clc1cccc(CN2CCc3c([nH]c4ccccc34)C2)c1Cl
    7, -3, 2.4, 74, -1.5, 103, -5, -37, 7.3, 40, 1.9
- Fc1ccc(N2N=C(c3cccs3)CC2c2ccccc2)cc1 (centres undefined)
    -4, 2, 1.8, -1, -0.1, 116, 16, -22, 4.3, 7, 4.4
- Cc1cc(C)c(OCC(O)CN2CCN(C(=O)c3ccccc3)CC2)c(C)c1 (centres undefined)
    5, 2, -1.7, -2, -0.4, 107, -1, 12, -2.2, 13, 0.6

One compound at a time, from the list above. Screens in order: PfHsp90 set2	Tat export inh	AddAB inh	Mot1-301 SUMO	E coli growth	Pemphigus Ab inh	PKA-R1A act	OPRM1-OPRD1 inv	OPRM1-OPRD1 ag	Arr AP2 block	phage Ecoli inh
Entry for COc1ccccc1NC(=O)C(C)Sc1nccn1C (centres undefined) → 13	-6	2.0	-13	-0.5	/	4	3	-0.8	16	-1.5
Entry for CC(=O)Nc1c(C(=O)C2CC2)oc2ccccc12 → /	5	-0.6	-4	-1.2	105	10	11	-2.2	-21	/
Entry for Cc1c(Nc2cc(N3CCCC(C)C3)c3nonc3c2[N+](=O)[O-])c(=O)n(-c2ccccc2)n1C (centres undefined) → -16	-17	-1.7	-6	-1.4	108	5	-4	0.7	19	1.9

The listing picks up, repeating the 2 entries before the break.
Below each compound – PfHsp90 set2, Tat export inh, AddAB inh, Mot1-301 SUMO, E coli growth, Pemphigus Ab inh, PKA-R1A act, OPRM1-OPRD1 inv, OPRM1-OPRD1 ag, Arr AP2 block, phage Ecoli inh
- Fc1ccc(N2N=C(c3cccs3)CC2c2ccccc2)cc1 (centres undefined)
    -4, 2, 1.8, -1, -0.1, 116, 16, -22, 4.3, 7, 4.4
- Cc1cc(C)c(OCC(O)CN2CCN(C(=O)c3ccccc3)CC2)c(C)c1 (centres undefined)
    5, 2, -1.7, -2, -0.4, 107, -1, 12, -2.2, 13, 0.6
- COc1ccccc1NC(=O)COC(=O)c1ccccc1C(=O)N1CCN(c2ccccc2)CC1
    /, 0, 0.0, 6, 1.7, 119, -17, 6, -1.3, -16, 4.5
- Brc1cc2c(cc1C1OCCCO1)OCO2
    8, 8, /, /, /, /, -6, 16, -3.4, 24, 3.5
- COC(=O)c1ccc(N=Cc2c(C(F)(F)F)[nH]n(C)c2=O)cc1
    /, 5, -0.8, -29, -0.1, 87, -5, -5, 0.7, 12, 4.4
- Nc1ccc(-c2nc3ccc(C(=O)O)cc3s2)cc1
    8, -13, 3.5, -4, 1.8, 111, 1, 7, -1.5, 8, 2.5
- CCOc1c(Cl)cc(/C=C/C(=O)N(CC)CC(=O)NCc2cccs2)cc1OC
    -20, 0, -0.3, 0, -2.1, 99, -3, -1, 0.2, 3, -1.0
- Cc1cccc(C)c1N1CCN(C(=O)Cn2cncn2)CC1
    /, -2, 2.5, 17, -1.1, 113, -3, 7, -1.4, 29, 1.2
- O=C(COC(=O)c1cccnc1Cl)NCc1ccco1
    7, -11, 0.7, -10, -1.4, /, -7, 6, -1.2, 2, 1.3
- c1ccc2c(C[C@@H]3CNCCN3CCC34CC5CC(CC(C5)C3)C4)cccc2c1
    3, -4, -0.8, 55, -0.3, 108, -6, -21, 3.6, 0, -1.5
- COC(=O)c1cc(C#N)c(Oc2cccc(C)c2C)nc1C
    /, -4, 0.4, 43, 0.4, 100, 1, -7, 1.4, 18, 3.2
- O=C(Cc1c(Cl)cccc1Cl)Nc1cccnc1
    10, -12, 2.0, 78, 1.3, 83, -8, 17, -2.6, 7, 5.3
- Cn1cccc1C(=O)OCc1nc2ccccc2c(=O)[nH]1
    -2, 0, 0.7, -1, 2.1, 90, 1, 9, -2.2, 4, 2.6
- COc1ccc(N2CCN(C(=O)c3cc4c(C)nc5ccccc5c4o3)CC2)cc1
    -17, 11, 2.9, -4, -0.8, 100, -11, 11, -2.0, -10, 2.4
- CCN(CC(=O)NCc1cccs1)C(=O)c1ccc(S(=O)(=O)N(C)C)cc1
    6, -4, -0.3, 39, 0.1, 104, -2, -3, 0.5, -1, 2.0
